HER2 expr 66K: inhibitors of human Her2 kinase expression; SKBR-3 HER2 protein level, AlphaScreen, 18-24 h; hits give low values; HER2 level % of control, % at 10 µM; hit rate 0.69% among 65,000; AID 645;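 active = HER2 level under 5% of the carrier-only control; inconclusive = no clear call, values can overlap the other calls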;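 note: 100% = DMSO carrier and 0% = 500 nM PU-H71 HSP90 inhibitor; lower value means stronger loss of Her2 protein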
PKA kinase inh: blocks human protein kinase A activity; AID 524; PKA Kemptide phosphorylation, Kinase-Glo ATP luminescence; inhibition, % at 6 µM; hit rate 0.1% among 65,000; P17612;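 active = inhibition above the screen-wide mean inhibition plus 3 SD, cut at about 21% in these data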; note: many of its hits are not listed in these tables
CatB mixtures: human cathepsin B inhibition by mixtures | Purified cathepsin B, AMC dipeptide fluorescence, compound mixtures | hit rate 0.06% among 62,000 | AID 488 | inhibition, %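 (ten-compound pools at 5 µM per compound and 50 µM total)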; in the data active = inhibition above about 22%, passing the limit was not always enough; inconclusive = no clear call, values can overlap the other calls;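 note: 0% = enzyme without compound and 100% = no enzyme blank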
C1s block: blocks human complement C1s protease activity | mean inhibition % of two 10-compound mixtures (hits give high values), % at 5 µM (by protocol) | purified C1s, fluorogenic AMC substrate, pooled mixtures | P09871 | hit rate 0.16% among 62,000 | AID 538;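 active = inhibition above 20% in each of the two 10-compound mixture wells holding the compound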;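 note: 0% = enzyme wells lacking compound mixture and 100% = no-enzyme blank wells; some compounds called inactive have numbers as strong as hits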
CatG inh: blocks human cathepsin G enzyme activity | P08311 | hit rate 0.2% among 62,000 | purified enzyme, AMC-tetrapeptide fluorescence, pooled mixtures | inhibition, % at 5 µM (by protocol);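 active = inhibition above 20% in each of the two mixture wells holding the compound; inactive = inhibition of 20% or less in either well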;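 note: 0% = enzyme control without mixture and 100% = blank lacking enzyme; strong numbers were not always called active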
Target sequence (P08311 21-244 limits assumed): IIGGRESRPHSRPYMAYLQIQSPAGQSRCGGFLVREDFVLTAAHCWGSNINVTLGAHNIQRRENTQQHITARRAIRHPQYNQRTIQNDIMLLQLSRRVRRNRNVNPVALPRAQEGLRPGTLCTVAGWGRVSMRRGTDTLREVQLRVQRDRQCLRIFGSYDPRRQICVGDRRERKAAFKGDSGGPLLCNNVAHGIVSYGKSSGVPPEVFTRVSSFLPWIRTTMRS
CatS inh: blocks human cathepsin S protease activity | recombinant cathepsin S, AMC dipeptide fluorescence, pooled mixtures | inhibition, %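 (tested at 5 µM per compound within 10-compound mixtures)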 | hit rate 0.06% among 62,000; in the data active = inhibition above about 32%, passing the limit was not always enough; inconclusive = no clear call, values can overlap the other calls;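 note: 0% = enzyme without compound and 100% = blank without enzyme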
Target sequence (P25774 115-331 limits assumed): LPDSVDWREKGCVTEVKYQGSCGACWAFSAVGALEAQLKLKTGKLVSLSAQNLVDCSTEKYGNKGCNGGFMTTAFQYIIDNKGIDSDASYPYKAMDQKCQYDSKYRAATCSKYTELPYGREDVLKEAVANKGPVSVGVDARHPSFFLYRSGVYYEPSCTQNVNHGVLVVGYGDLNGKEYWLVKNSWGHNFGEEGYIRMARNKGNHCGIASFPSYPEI
CatB block: inhibitors of human cathepsin B; purified cathepsin B, fluorogenic substrate, fluorescence; inhibition, %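 (tested at 10 µM)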; hit rate 0.1% among 63,000; in the data active = inhibition above about 21%;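 note: 0% = enzyme with no compound and 100% = no enzyme blank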
ROCK2 inh: ROCK2 (human) kinase inhibition; O75116; purified ROCK2, Kinase-Glo ATP depletion luminescence; inhibition, % at 6 µM; hit rate 0.35% among 60,000; AID 604;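 active = inhibition above the screen-wide mean inhibition plus 3 SD, cut at about 18% in these data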;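 note: plate controls were DMSO wells for no effect and Y-27632 control wells after no-enzyme background subtraction for full effect; many of its hits are not listed in these tables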
CatL block: blocks human cathepsin L protease activity; P07711; AID 460; hit rate 0.17% among 58,000; inhibition, %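 (tested at 10 µM)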; purified cathepsin L, fluorogenic substrate, fluorescence; in the data active = inhibition above about 45%;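 note: 0% = enzyme with no compound and 100% = no enzyme blank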
Target sequence (P07711 114-288 limits assumed): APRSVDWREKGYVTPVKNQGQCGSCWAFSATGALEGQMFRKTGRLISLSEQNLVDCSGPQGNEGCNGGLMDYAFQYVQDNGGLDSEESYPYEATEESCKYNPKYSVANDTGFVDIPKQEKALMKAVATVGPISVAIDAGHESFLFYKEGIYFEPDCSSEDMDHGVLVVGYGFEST
Target sequence (P07711 292-333 limits assumed): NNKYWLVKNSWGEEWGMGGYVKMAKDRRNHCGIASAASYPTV
The depositor's hits bear a star; ? = inconclusive; · = not tested or not shown. The list is partial. The share of hits here may be higher or lower than overall.

SMILES	HER2 expr 66K	PKA kinase inh	CatB mixtures	C1s block	CatG inh	CatS inh	CatB block	ROCK2 inh	CatL block
O=C(NC1CCCC1)C1CCN(S(=O)(=O)c2cccc3cccnc23)CC1	89	-10	-2	-2	4	16	-2	-8	-6
CCOC(=O)c1sc2nc(NC(=O)C3CC3)sc2c1C	49	2	2	-77	-6	-4	5	2	-9
COc1ccc(NC(=O)c2cnc(C)cn2)cc1-n1cnnn1	88	11	0	-6	5	-3	1	4	7
CC(=O)c1ccc(NC(=O)C2CCCN2S(=O)(=O)c2cccc3cccnc23)cc1 (stereo not given)	88	8	5	45	35	-4	0	6	·
O=C(NC1CCCCC1)C1CCN(S(=O)(=O)N2CCOCC2)CC1	113	-3	0	11	8	-7	4	0	3
O=C(CN1CCOCC1)Nc1ccccc1-c1ccccc1	95	4	-13	-77	-1	-6	4	8	2
O=C(c1ccc(=O)oc1)N1CCN(c2ccc(F)cc2)CC1	73	-9	·	·	·	·	2	-7	3
CC1(C)CNC(=O)C=C(c2ccccc2)C1	135	5	1	-14	1	16	5	2	23
Cc1c(C(=O)N2CCN(c3ccc(C(F)(F)F)cn3)CC2)oc2ccccc12	90	10	-6	-19	-6	-3	-5	2	·
CN1CCN(C(=O)c2cc(-c3ccccc3)on2)CC1	93	11	-1	0	-4	-7	3	5	·
CCCOc1ccc(C2c3c(oc4cc(C)c(C)cc4c3=O)C(=O)N2CCCN2CCOCC2)cc1 (stereo not given)	77	3	-1	-42	-6	-6	3	2	-7
CCCCn1c(SCC(=O)N2CC(C)CC(C)C2)nc2cc(S(N)(=O)=O)ccc21 (stereo not given)	83	2	0	-35	4	-2	2	-1	16
Cc1cc(Nc2nc3ccccc3[nH]c2=O)n(-c2ccccc2)n1	53	-4	-3	-2	-3	-6	0	-5	-6
CCOc1cccc(-c2nnc3sc(COc4ccc(OC)cc4)nn23)c1	79	11	3	-10	-2	6	3	10	0
O=C(Cn1cccc1C(=O)c1ccccc1)NCc1cccnc1	105	9	-1	-7	-1	-2	2	5	-2
Cc1c(Cl)cccc1NC(=O)CC(C(=O)O)C1CCCO1 (stereo not given)	109	6	2	1	-3	-3	5	2	-1
COCCOC(=O)c1c(C)oc2ccc(OC(=O)c3c(OC)cccc3OC)cc12	81	3	7	13	14	-6	4	7	7
O=C(NC1CCSC1=O)c1cccc(C(=O)NC2CCSC2=O)c1 (stereo not given)	81	0	-1	-2	-2	4	-1	-3	27
Cc1cc(NC(=O)CSc2nnc(-c3ccoc3C)o2)no1	98	1	2	9	9	-6	0	0	-6
CC(C)(C)c1cc(CN2CCN(CCC#N)CC2)cc(C(C)(C)C)c1O	83	5	-18	-218	-26	-29	-1	2	5
COC(=O)c1cc(Cl)c(NC(=O)c2ccco2)cc1OC	109	9	0	1	8	-7	2	9	8
C=CCOC(=O)c1sc(N2C(=O)c3oc4ccccc4c(=O)c3C2c2ccco2)nc1C (stereo not given)	88	5	-1	14	10	5	3	3	23
Cc1c(N=Cc2c(O)n(C3CCCCC3)c(=O)[nH]c2=O)c(=O)n(-c2ccccc2)n1C	72	0	·	·	·	·	2	3	-8
CC(C)CCn1c(NCCc2ccccc2)nc2c1c(=O)n(C)c(=O)n2C	62	-9	-5	-3	9	7	9	-4	-2
Cc1c(C(N)=O)sc(N)c1C(=O)OC(C)C	98	12	6	-10	-11	15	4	16	19
O=C(CN1CCN(c2ncccn2)CC1)NCCC1=CCCCC1	121	9	3	-1	9	-4	3	·	-4
O=C(Nc1ccon1)c1sc2cc(F)ccc2c1Cl	93	6	-2	-49	-7	-7	2	·	0
CCC1Oc2ccccc2N(CC(=O)NCCN2C(C)CCCC2C)C1=O (stereo not given)	135	5	4	-4	10	-7	4	4	-5
COc1ccc(F)cc1S(=O)(=O)n1cc(C)nc1-c1ccccc1	68	1	2	10	9	1	1	0	-2
COc1ccccc1-c1nc(-c2ccccn2)no1	108	-25	1	4	8	7	2	-48	18
Cn1c(SCC(=O)Nc2ccc3c(c2)OCO3)nnc1-c1cnccn1	90	6	6	6	2	2	-4	9	2
CC(C)(C)n1ncc2c(=O)n(CC(=O)NCCc3ccccc3)cnc21	97	7	3	-12	-7	5	-2	0	1
CCSC(=Nc1ccccc1)C1=C(O)COC1=O	54	5	-4	-9	28	2	3	4	-1
O=C(N1CCOCC1)N1CCN(c2ccccn2)CC1	89	2	6	-8	-2	13	5	8	12
C=C(C)C(C)(C#CCN1CCCC1)OC(C)=O (stereo not given)	81	8	6	-20	-2	11	6	7	2
Cc1ccc(C2CC(c3ccc(C)cc3)n3nc(N)nc3N2)cc1 (stereo not given)	99	-6	3	-10	-9	-9	2	-2	-11

The list goes on (2 carried over from the part before).
SMILES	HER2 expr 66K	PKA kinase inh	CatB mixtures	C1s block	CatG inh	CatS inh	CatB block	ROCK2 inh	CatL block
C=C(C)C(C)(C#CCN1CCCC1)OC(C)=O (stereo not given)	81	8	6	-20	-2	11	6	7	2
Cc1ccc(C2CC(c3ccc(C)cc3)n3nc(N)nc3N2)cc1 (stereo not given)	99	-6	3	-10	-9	-9	2	-2	-11
CCc1ccccc1OCCCCCNCCO	87	8	6	-36	5	-11	0	2	-6
CN1CCN(C(=O)c2ccccc2-c2nc(-c3ccccc3)no2)CC1	121	8	7	-14	-1	2	0	3	-1
COC(=O)CSC1=C(C#N)C(c2ccccc2OC)C(C(=O)OC)C(=O)N1 (stereo not given)	113	9	-1	-1	-4	-1	-3	5	7
COc1ccc(N2CCN(C(=O)CSc3nc4cc(OC)c(OC)cc4cc3C#N)CC2)cc1	38	0	6	19	10	-3	0	-2	-6
COc1ccccc1CN(Cc1ccco1)S(=O)(=O)c1ccc(-n2cnnn2)c(OC)c1	93	4	15	-8	12	60*	7	2	10
O=C(c1cncc(Br)c1)N1CCCc2ccccc21	113	1	·	·	·	·	2	1	7
C=C(C)CSc1nnc([C@@H](NC(=O)OC(C)(C)C)C(C)CC)o1 (stereo not given in full)	124	-7	4	-22	-2	6	-2	-1	0
CCN(Cc1ccccc1)S(=O)(=O)c1ccc2oc(C(=O)O)c(C)c2c1	114	2	-2	33	-6	-9	4	-1	-5
O=C(CCCCn1c(=O)[nH]c2ccccc2c1=O)NC1CCN(Cc2ccccc2)CC1	73	9	0	12	7	-9	5	4	1
CC(C)n1nc(C(=O)OCC(=O)N(C)C2CCS(=O)(=O)C2)c2ccccc2c1=O (stereo not given)	89	0	1	-1	2	-1	7	0	0
COC(=O)CSc1nc2c(c(-c3ccco3)c1C#N)CCCC2	48	4	-2	-2	11	-1	-1	2	1
CCOC(=O)C1CCCN(C(=O)Cc2c(F)cccc2Cl)C1 (stereo not given)	97	0	-6	-39	-5	-12	1	0	4
CCOCCCn1cnc2c([nH]c3cc(OC)ccc32)c1=O	301	3	3	12	8	-5	4	·	-11
O=C(Nn1c(C2CC2)nc2ccccc2c1=O)c1ccco1	72	2	12	18	9	-12	4	2	-3
COC(=O)c1c(NC(=O)c2ccc(Br)s2)sc2c1CCC2	79	5	4	13	10	17	2	1	7
Cc1sc(-n2c(C)cc(/C=N/n3cnnc3)c2C)c(C#N)c1C	59	-4	·	·	·	·	7	0	10
COc1ccc(Cl)cc1N1C(=O)C2CCCN2C1c1ccc(F)cc1 (stereo not given)	73	6	1	3	4	3	-4	3	18
O=C(CN1CCN(c2ccccc2)CC1)Nc1ccccc1C(F)(F)F	89	-4	-2	-7	1	20	-1	1	-4
COc1ccccc1-c1nnc(NC(=O)C(C)C)s1	89	10	3	-68	-1	-11	-2	7	1
COc1ccc(OC)c(N=CC2=C(O)CC(C)(C)CC2=O)c1	97	4	5	-31	-10	8	·	-2	·
C[C@]12CC[C@@H]3c4ccc(O)cc4CC[C@H]3[C@@H]1CCC2=O	91	-9	4	-27	2	-1	·	-8	6
CC(C)CC(=O)N1CCN(S(=O)(=O)c2ccc(F)cc2)CC1	101	3	7	-10	-9	21	5	3	0
O=C(Nc1ccccc1C(=O)N1CCOCC1)c1noc2c1CCCC2	65	6	5	16	12	-4	4	8	1
O=c1oc2c3c4c(cc2c2c1CCC2)OCCN4CCC3	98	10	-11	-166	-19	-30	-8	8	·
CCOC(=O)C1Cc2cc3c(cc2C1=O)CC(C(=O)OCC)C3=O (stereo not given)	59	2	2	-11	5	-9	0	6	-17
O=S(=O)(Nc1cccc(-c2cn3ccsc3n2)c1)c1ccc(F)cc1	91	10	-1	-6	7	7	2	4	13
Cn1c(=O)c2c(nc(NCc3ccccc3)n2CCCc2ccccc2)n(C)c1=O	99	4	8	7	6	8	5	5	5
Cc1c(NC(=O)c2ccc(N3C(=O)C4C5C=CC(C5)C4C3=O)cc2)c(=O)n(-c2ccccc2)n1C (stereo not given)	54	7	0	5	10	-2	6	3	9
CCn1cc(Cl)c(C(=O)Nc2nc3ccccc3n2CCN2CCCCC2)n1	84	2	-3	-22	0	-4	1	-3	-9
CCCCCc1cc(O)c2c(C)cc(=O)oc2c1	93	2	5	-28	-1	17	5	2	11
CCCCC(=O)NC1(C(F)(F)F)C(=O)N(Cc2ccco2)C(C)=C1C(=O)OC (stereo not given)	64	6	7	-26	-15	13	10	2	0
O=C(c1cc2c(s1)-c1ccccc1OC2)N1CCCC1	85	1	-10	-163	-11	-1	-14	2	·
CSC1=C(C#N)C(c2cccs2)CC(=O)N1C (stereo not given)	84	2	2	14	10	5	4	·	·
O=C(O)C1CCCCC1C(=O)NCCc1ccncc1 (stereo not given)	122	2	4	-13	-5	2	0	0	0
Cc1c(C(=O)OCCOc2ccccc2)[nH]c2c1C(=O)CCC2	64	4	0	14	9	-6	5	·	4
COc1ccccc1NC(=O)c1nnn(CC(=O)Nc2cccc(SC)c2)c1N	80	4	5	-29	0	0	-7	·	2
N#Cc1nc(Cc2cccc3ccccc23)oc1N1CCOCC1	142	2	-4	-27	5	3	3	4	2
COc1ccccc1-c1nnc(SCC(=O)O)n1C	74	2	0	-3	9	11	4	5	10
Cc1cc(-c2nn3c(-c4ccccc4)nnc3s2)c2ccccc2n1	45	4	7	18	13	?	5	6	2
COc1ccccc1NC(=O)Nc1ccc(Br)cn1	87	8	-3	-1	2	2	0	·	20
COc1ccc(C(=O)NC(C)c2nc3ccccc3n2C)cc1OC (stereo not given)	62	-2	-2	3	5	-9	1	·	-4
Cc1ccc(Cn2c(=O)c3c(nc4n3CCCN4Cc3ccccc3)n(C)c2=O)cc1	42	-2	3	5	14	16	3	0	-4
COC(=O)Cc1c(C)c2ccc(OCC(=O)N3CCOCC3)cc2oc1=O	71	-1	-6	-10	0	-11	-4	2	-45
CSC1=NCCN1C(=O)c1ccc(S(=O)(=O)N2CCCC2)cc1	96	1	10	4	9	-1	8	5	4
CCc1nnc(NC(=O)c2ccc(S(=O)(=O)NC3CCCCC3)cc2)s1	88	4	0	7	14	8	1	3	13
O=C(OCc1cc2ccccc2[nH]c1=O)c1ccncc1	105	2	9	-3	2	0	2	2	-4
CCOc1ccc2[nH]c(=O)c(CN(Cc3ccco3)C(=O)c3cccc(F)c3)cc2c1	90	15	-6	-7	6	1	4	4	·
Cc1cc(N(C)C)c(C#N)c(=O)[nH]1	76	-6	5	13	10	2	5	2	-1
CCS(=O)(=O)Nc1c(C(=O)OC)[nH]c2ccccc12	107	14	-2	-20	-8	-15	-6	5	1
COc1ccccc1OCCCn1c(=O)sc2ccccc21	121	-1	-2	4	6	13	7	-1	0

Shown with values under each structure: part of the list above
Every second line gives: HER2 expr 66K	PKA kinase inh	CatB mixtures	C1s block	CatG inh	CatS inh	CatB block	ROCK2 inh	CatL block
> O=C(N1CCOCC1)N1CCN(c2ccccn2)CC1
    89	2	6	-8	-2	13	5	8	12
> Cc1c(C(N)=O)sc(N)c1C(=O)OC(C)C
    98	12	6	-10	-11	15	4	16	19

Bioassay records deposited in PubChem by several laboratories.
